Screens: PubChem BioAssay, several laboratories
GC-A act – GC-A (human) enzyme activation | P16066 | HEK293 GC-A cells, cGMP TR-FRET, EC30 ANP; 0% at EC30 ANP, 100% saturating ANP | activation, % at 10 µM | 0.14% of 370,000 active; in the data active = activation above about 40%
ARFGAP1 inh – inhibitors of rat ARFGAP1 | Q62848 | Arfgap1-stimulated ARF1 GTP hydrolysis, GDP FP detection | inhibition, % at 16.5 µM | 0.26% of 360,000 active | AID 651572;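 active = inhibition above a per-plate limit, mean inhibition of low control wells plus 3 SD, cut at about 25% in these data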;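 also: 0% = DMSO wells with enzyme and 100% = wells lacking Arfgap1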
Target sequence (Q62848 1-136 limits assumed): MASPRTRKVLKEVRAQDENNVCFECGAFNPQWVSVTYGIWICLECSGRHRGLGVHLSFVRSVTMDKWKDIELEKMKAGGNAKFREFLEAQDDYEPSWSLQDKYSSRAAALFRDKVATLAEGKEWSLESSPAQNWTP
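Replicates: Single well per compound | Assay system: Truncated rat Arfgap1 GAP domain | Control set: No-Arfgap1 wells (100%) versus DMSO full-reaction wells (0%) | Times: Enzyme reaction 120 min at 25 °C after 20 min preincubation | Reagent: Human ARF1(Δ1-17)-GTP substrate | Measured by: Tracer-displacement fluorescence polarization with EDTA stop, 620/688 nm | Measure: Percent inhibition of Arfgap1-stimulated GTP hydrolysis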
PG9 Ab binder – binds the HIV-1 gp120 antibody PG9; TR-FRET gp120-PG9 antibody binding; inhibition, % at 6.7 µM; 0.43% of 360,000 active; in the data active = inhibition above about 8.5%
NR1D1 modulator – modulators of human Rev-erb alpha DNA binding. P20393. Rev-erbα–FITC-DNA binding, fluorescence polarization, 90 min. activity, % at 10 µM. 0.79% of 370,000 active. AID 1259318;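 active = activity above about 14%, limit read from the data; passing the limit was not always enough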;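 also: 0% = DMSO wells with 35 nM protein and 100% = DMSO wells with 750 nM protein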
HTRA1 inh – blocks human HTRA1 serine peptidase; Q92743; recombinant HTRA1, FP-rhodamine activity-based probe, fluorescence polarization; inhibition, % at 5.96 µM; 0.5% of 340,000 active; AID 504803; in the data active = inhibition above about 36%;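 also: 0% = enzyme with DMSO and 100% = wells lacking enzyme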
SMARCA2 activ – activators of SMARCA2 function. MG213 cells, MMTV-luciferase reporter, dexamethasone, overnight. activation, % at 9.1 µM. 1% of 370,000 active. AID 652017; in the data active = activation above about 7.8%;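 also: 0% = vehicle wells and 100% = reference activator wells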
rCAG binder – molecules binding r(CAG) RNA repeats. inhibition, % at 3 µM. AID 651821. 1.3% of 370,000 active. r(CAG) RNA repeat, TO-PRO-1 dye displacement fluorescence;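 active = inhibition above the plate cutoff, the mean of all test compounds on that plate plus 3 SD, cut at about 35% in these data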;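 also: 0% = DMSO alone and 100% = 100 µM mitoxantrone as full dye displacement; higher means more dye released from RNA so lower well fluorescence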
ASAP1 inh – blocks human ASAP1-stimulated Arf1 GTP hydrolysis; GDP FP detection; inhibition, % at 16.5 µM; 0.19% of 360,000 active; in the data active = inhibition above about 25%;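 also: 0% = vehicle with enzyme and substrate and 100% = no enzyme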
Target sequence (Q9ULH1 325-724 limits assumed): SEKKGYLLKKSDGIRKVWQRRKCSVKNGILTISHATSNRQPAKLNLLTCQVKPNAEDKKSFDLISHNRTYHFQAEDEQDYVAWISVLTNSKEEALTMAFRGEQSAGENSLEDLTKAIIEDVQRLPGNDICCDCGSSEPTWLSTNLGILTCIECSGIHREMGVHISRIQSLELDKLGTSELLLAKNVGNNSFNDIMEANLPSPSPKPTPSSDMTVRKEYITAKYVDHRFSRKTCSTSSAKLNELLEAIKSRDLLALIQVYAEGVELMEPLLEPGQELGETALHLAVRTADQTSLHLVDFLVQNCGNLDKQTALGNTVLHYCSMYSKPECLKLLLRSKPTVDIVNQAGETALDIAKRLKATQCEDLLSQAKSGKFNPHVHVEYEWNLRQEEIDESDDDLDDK
NPR2 activator – GC-B (human) receptor activation; P20594; HEK293-GC-B cells, CNP EC30, cGMP TR-FRET; 0% at EC30 CNP, 100% saturating CNP; activation, % at 10 µM; 0.11% of 370,000 active;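 active = activation at 10 µM reaching about 35% in either raw or pattern-adjusted values, limit read from the data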
mABHD4 FP – inhibits mouse alpha/beta hydrolase domain 4 | purified mABHD4, FP-Rh probe fluorescence polarization | Q8VD66 | 0.54% of 370,000 active | inhibition, % at 8.92 µM;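 active = inhibition exceeding the mean over every tested compound plus 3 SD, cut at about 30% in these data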;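 also: 0% = plate median of compound wells and 100% = S159A mutant with DMSO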
Target sequence (Q8VD66 whole entry, looked up, the tested form may be a part): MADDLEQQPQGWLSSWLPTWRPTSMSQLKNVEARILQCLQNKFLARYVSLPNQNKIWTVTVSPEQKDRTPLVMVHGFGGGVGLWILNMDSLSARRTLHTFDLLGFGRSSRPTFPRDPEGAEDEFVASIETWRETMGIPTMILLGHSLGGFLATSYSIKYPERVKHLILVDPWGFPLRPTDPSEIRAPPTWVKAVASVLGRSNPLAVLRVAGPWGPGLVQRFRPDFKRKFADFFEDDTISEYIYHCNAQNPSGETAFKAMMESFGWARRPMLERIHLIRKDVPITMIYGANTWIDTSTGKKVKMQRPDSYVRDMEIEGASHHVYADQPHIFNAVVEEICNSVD
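Material: mouse ABHD4 enzyme, wild type; Benchmarks: S159A mutant high control, sample median low control; Buffer or medium: HEPES pH 7.0, NaCl, Pluronic buffer; Signal: fluorescence polarization; Read-out: percent inhibition of probe binding, normalized to plate controls; Timing: pre-incubation 45 min, probe exposure 60 min, at 25 °C; Dosing: 8.92 µM, single dose.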
Starred values were filed as active, the others as inactive; x = no result given; & = joins results of further samples.

SMILES	GC-A act	ARFGAP1 inh	PG9 Ab binder	NR1D1 modulator	HTRA1 inh	SMARCA2 activ	rCAG binder	ASAP1 inh	NPR2 activator	mABHD4 FP
CC1(C)Cc2c(cnn2-c2cccc(F)c2)C(NC(=O)c2ccc(=O)[nH]n2)C1 (stereo unspecified)	-1.8	-3.3	-0.9	-1.7	-4.1	-1.2	-2.4	5.2	2.5	-1.7
COc1cccc(/C=C2/C(=O)NN(c3ccc(Br)cc3)C2=O)c1O	4.5	-11.4	0.0	-7.3	11.1	-0.9	15.9	1.5	2.7	13.9
CC(C)(C)OC(=O)NCCCc1ccc2c(c1)[C@]1(CCC[C@@H](OCc3ccccc3)[C@@H]1NC(=O)CCc1ccccc1)C(=O)N2Cc1ccccc1	2.8	x	x	4.7	x	-0.6	12.0	x	2.7	-10.1
O=c1c(-c2nc3ccccc3s2)cccn1Cc1ccccc1	10.1	-6.1	1.8	4.4	-21.4	1.9	0.6	-7.8	-4.9	-7.2
O=C(CCN1CCN(S(=O)(=O)c2ccc(Cl)cc2)CC1)Nc1ccc(F)cc1	-2.1	-5.0	-0.8	0.6	-4.6	-2.1	-1.9	1.4	-1.3	1.5
CCCn1c(SCC(=O)NC2CCCC2)nc2c1c(=O)n(C)c(=O)n2C	-0.3	-2.6	-2.1	-5.3	1.5	5.1	-7.0	5.4	4.5	3.4
CC(O)[C@H]1CNC(=O)C(=O)N1CC1(c2ccccc2)CC1 (stereo partly specified)	-2.4	3.3	0.6	-1.9	7.3	0.3	2.5	6.5	3.3	-1.3
CC1=C(C(=O)N2CCCC(CCC(=O)NCc3ccc(F)c(F)c3)C2)OCCO1 (stereo unspecified)	0.2	0.9	-0.4	3.0	8.3	-0.8	-7.9	13.5	-3.8	1.4
Nc1ccc(S(=O)(=O)c2ccc(Cl)cc2)cc1	1.8	-3.2	-0.2	3.0	-0.4	-0.4	-1.0	-4.5	1.8	-6.3
COc1ccc(CNc2ncnc3c2[nH]c2cc(OC)c(OC)cc23)cc1	1.8	0.1	0.9	1.0	13.8	-3.0	6.7	-3.6	3.4	32.0*
COC(=O)N1C(=O)[C@](c2ccccc2)(C2CCCC2)N1C(=O)OC	-10.2	9.8	1.1	-1.1	-3.2	0.1	3.5	3.9	1.4	-9.8
COc1ccc(CCNC(=O)C(=O)Nc2nccs2)cc1OC	1.4	1.8	1.5	-1.5	-1.7	-4.3	-4.5	-8.6	-1.4	0.7
C=C(C)COc1ccc(-c2n[nH]c(C)c2-c2ccc(OC)c(OC)c2)c(O)c1	-3.6	11.2	3.9	2.6	-17.0	-3.5	5.2	12.5	-5.4	-21.4
Cc1cccc(C(=O)O/N=C(\N)c2ccccn2)c1	-1.2	-7.0	-0.6	-1.9	-7.8	-5.2	-0.7	-8.5	0.5	-2.4
Cc1cc(C)cc(NC(=O)N2CCc3ccccc3C2)c1	-1.0	-8.5	0.0	0.9	-5.3	1.6	-8.2	-11.3	-3.2	-6.1
COc1ccc(/C=N/Nc2ccccn2)cc1O	-5.2	6.6	-3.7	3.1	4.1	4.8	1.1	-2.5	-2.9	-5.5
CC(C)C(=O)N(Cc1ccccc1)c1ccccn1	-5.2	3.7	1.0	0.7	-3.8	1.2	-3.3	3.4	-4.3	3.1
CCOC(=O)c1nn(-c2ccccc2)c(=O)cc1SC(C)CC (stereo unspecified)	1.8	-0.1	-0.7	-0.6	2.6	-3.0	-2.6	10.7	-7.3	3.9
CC(=O)c1cc2c(cc1NS(=O)(=O)c1ccc(F)cc1)OCO2	-2.1	17.4	-1.0	0.6	-0.6	1.8	-2.2	-0.2	0.4	-2.4
COc1ccc(/C=C/C(=O)Nc2cc(C)on2)cc1	-2.7	1.5	-2.5	0.0	-3.7	3.8	-0.2	-4.3	-0.9	-0.4

In the list so far, two contain an aryl thioether with sulfur outside any ring.
SMILES	GC-A act	ARFGAP1 inh	PG9 Ab binder	NR1D1 modulator	HTRA1 inh	SMARCA2 activ	rCAG binder	ASAP1 inh	NPR2 activator	mABHD4 FP
CCCn1c(SCC(=O)NC2CCCC2)nc2c1c(=O)n(C)c(=O)n2C	-0.3	-2.6	-2.1	-5.3	1.5	5.1	-7.0	5.4	4.5	3.4
CCOC(=O)c1nn(-c2ccccc2)c(=O)cc1SC(C)CC (stereo unspecified)	1.8	-0.1	-0.7	-0.6	2.6	-3.0	-2.6	10.7	-7.3	3.9

Returning to the listing; the three compounds before the break are reprinted first.
SMILES	GC-A act	ARFGAP1 inh	PG9 Ab binder	NR1D1 modulator	HTRA1 inh	SMARCA2 activ	rCAG binder	ASAP1 inh	NPR2 activator	mABHD4 FP
CCOC(=O)c1nn(-c2ccccc2)c(=O)cc1SC(C)CC (stereo unspecified)	1.8	-0.1	-0.7	-0.6	2.6	-3.0	-2.6	10.7	-7.3	3.9
CC(=O)c1cc2c(cc1NS(=O)(=O)c1ccc(F)cc1)OCO2	-2.1	17.4	-1.0	0.6	-0.6	1.8	-2.2	-0.2	0.4	-2.4
COc1ccc(/C=C/C(=O)Nc2cc(C)on2)cc1	-2.7	1.5	-2.5	0.0	-3.7	3.8	-0.2	-4.3	-0.9	-0.4
C[C@H](CO)N1C[C@H](C)[C@@H](CN(C)Cc2ccc3c(c2)OCO3)Oc2ccc(NC(=O)Cn3cnnn3)cc2C1=O	1.0	15.7	0.0	0.1	1.2	1.0	-3.2	-13.0	2.8	-0.5
Cc1ccc(CC(=S)N2CCOCC2)cc1	5.1	-2.6	-0.4	1.7	-6.5	0.4	-1.3	-7.8	-1.8	0.9
O=C(OCc1nnc(-c2ccccc2)o1)c1cc(S(=O)(=O)N2CCOCC2)c(Cl)cc1Cl	12.8	-2.5	0.6	0.1	-0.2	0.7	-3.0	-3.3	16.1	5.0
CCOC(=O)NC1(C(F)(F)F)C(=O)NC(C)=C1C#N (stereo unspecified)	0.3	3.4	0.4	2.8	10.6	-0.9	-0.8	-7.3	0.6	-3.0
Cc1ccc(NC(=O)CN(C)Cc2cccs2)cc1Cl	-2.3	-0.9	-1.8	-0.8	-14.2	-1.1	2.2	-0.5	-0.9	0.9
COc1ccc(-c2cn3ccccc3n2)cc1OC	-0.4	2.5	2.6	-3.8	1.1	3.0	-1.4	-7.5	-3.7	2.3
O=c1[nH]c(=O)n(C(c2ccccc2)c2ccccc2)cc1Br	2.0	-7.8	-2.7	5.8	-0.3	-3.8	0.5	-4.2	0.4	1.8
O=C(NCC1CC1)c1csc(COCCO)n1	2.4	-0.8	0.1	5.0	x	-6.1	3.6	-1.5	4.5	-3.4
CC1CCN(CC(=O)NCc2ccccc2)CC1	-0.6	0.9	-0.7	-3.0	4.6	-3.9	1.0	-8.6	-2.9	-2.8
CC1CCC(C(C)C)C2=C1C(C#N)(C#N)C(C#N)(C#N)C(c1ccccc1)N2 (stereo unspecified)	-2.3	7.9	-9.2	2.0	5.4	4.6	7.8	5.4	-4.4	26.8
Cc1ccc([N+](=O)[O-])cc1S(=O)(=O)N1CCCN(C)CC1	5.4	-2.2	-2.7	9.6	-1.4	-1.6	-4.2	4.8	3.1	3.8
CC(=O)c1ccc(NC(=O)c2cn(-c3ccccc3)nc2-c2ccncc2)cc1	0.3	-10.0	0.5	1.8	0.6	-1.7	1.1	6.3	7.5	-0.8
CCOc1ccc(S(=O)(=O)N2CCCCC2)c2ccccc12	-0.4	5.8	0.0	3.3	-28.8	-2.6	0.3	2.3	-5.4	3.9
C=CCOc1ccc(C2NC(=S)NC3=C2CCc2ccccc23)cc1 (stereo unspecified)	5.9	4.9	-2.0	12.4	-23.2	-2.2	2.8	4.3	3.4	2.2
CCn1c(O)c(N=NC2=NC(=O)CS2)c2cc(C)ccc21	4.0	-9.7	-5.2	7.0	1.9	0.1	6.9	0.3	3.4	1.6
O=C(CSCc1cnn(-c2ccccc2)c1-n1cccc1)NCCN1CCOCC1	-3.4	0.5	1.7	2.8	-6.4	-4.2	0.4	-8.5	-7.7	-7.8
Cn1c(CNC(=O)c2ccccc2F)nnc1SCC(=O)NCc1ccccc1	1.5	5.9	0.1	5.6	-3.6	-4.9	-5.7	5.5	0.2	2.0
CSc1ccccc1NC(=O)c1cc(-c2cccnc2)nc2ccc(Br)cc12	-7.7	0.0	4.5	-12.2	-4.5	-2.0	5.3	-4.3	0.2	-8.2
COc1ccccc1-c1nnc(SCC(=O)N2CCCCC2)o1	4.0	22.5	-3.3	-0.8	-0.6	-0.3	-4.7	-2.3	-2.2	-1.1
NC(=O)c1cccnc1Nc1ccccc1F	-1.3	-1.6	-0.8	1.6	4.2	6.7	2.0	-10.0	-15.7	-1.6
OCCN1CCN(CC(O)COc2ccc3ccccc3c2)CC1 (stereo unspecified)	1.2&0.1	-12.8&0.9	0.7&2.0	1.9&4.3	2.1	5.3&2.6	0.4&-0.5	8.4&13.6	-1.2&-2.4	1.1&5.1
Cc1csc(NC(=O)CSc2nc3ccccc3c3c2CCCC3)n1	-0.8	-4.9	-3.6	-0.7	-38.6	-1.0	5.0	-2.4	5.3	-12.9
CC(=O)Nc1ccc(S(=O)(=O)NC(C)c2ccccc2)cc1 (stereo unspecified)	-0.2	5.6	0.2	4.3	2.9	0.1	0.7	3.9	3.8	8.9
CCOC(=O)C1=C(CC)Nc2ccccc2N=C1NC(=O)Nc1ccc(Cl)c(Cl)c1	-8.1	-7.3	-0.8	1.8	-93.1	-3.6	17.0	18.8	3.3	-99.9
CCCCCCCCN1C(=O)[C@@H](CC(=O)NCCc2ccccc2OC)C[C@@]2(C(=O)OC)C1=C[C@H](COCc1ccccc1)O[C@@H]2C	0.4	x	x	1.6	x	-4.6	2.2	x	3.2	0.4
COc1cc2nc(CN(C)CC(=O)Nc3ccc(N4CCOCC4)cc3)[nH]c(=O)c2cc1OC	0.4	0.0	-2.0	-3.6	17.5	-0.9	-1.8	5.0	-3.0	-3.9
CCCCCOC(=O)Cn1c(=O)c2c(nc(N3CCOCC3)n2C)n(C)c1=O	6.2	8.9	0.2	-0.2	8.2	-1.4	-6.7	-1.0	-0.4	-1.6
Cc1cc(C)n2nc(SCC(=O)N/N=C/c3ccc(F)cc3)nc2n1	-0.5	2.9	-0.6	7.7	-4.5	-1.7	-3.9	-6.4	1.4	7.3
O=C1C(Cl)=C(NCC2CCCO2)C(=O)N1CCc1ccccc1 (stereo unspecified)	-3.6	-9.9	2.2	1.5	-3.3	4.1	4.9	8.4	-1.2	-7.3
CC(=O)N1CCN(C(=O)CSc2nc3cccnc3n2C)CC1	0.1	x	x	4.0	x	1.7	2.3	x	-3.5	-0.2
COc1ccccc1Cc1c(-c2ccc(F)cc2)nc2ccc(C)cn12	-0.6	4.9	1.7	6.9	x	1.0	6.1	-3.6	3.5	-3.0
CN(C)CCN(Cc1ccco1)C(=O)c1cc2c(Cl)nc3ccccc3c2s1	13.7	5.1	-0.4	4.5	-9.4	3.8	-1.9	-9.1	-5.8	0.8
O=C(CN1C(=O)NC2(CCc3ccccc32)C1=O)c1ccc(F)cc1 (stereo unspecified)	0.2	-2.2	0.4	1.0	5.2	-0.1	-9.6	-2.6	1.8	0.5
CC1CC(C)CN(S(=O)(=O)c2cc(C(=O)O)c(Cl)s2)C1 (stereo unspecified)	-3.3	13.6	-1.8	0.8	0.8	-3.6	3.2	-5.0	-2.9	-4.5
Nc1nc2c(s1)C(=O)CCC2	-1.9	0.8	-2.1	-3.0	9.2	1.2	-0.1	-5.1	1.6	5.1
